# Assay outcomes deposited in PubChem BioAssay by Sanford-Burnham Center for Chemical Genomics.
# CendR NRP1 mod: modulators of CendR peptide binding to NRP-1, primary screen, biochemical, fluorescence polarization, uHTS; Neuropilin-1 (Homo sapiens), O14786; FAM-RPARPAR peptide binding to NRP-1; inhibition, % at 25 µM; 360,000 tested, 0.85% active; AID 602438, 2012;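 active = inhibition or corrected inhibition above about 18%, plus a signal ratio from 0.5 to 1.5, limit read from the data, passing the limit was not always enough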; also: strong numbers were not always called active
# STEP inh: STEP phosphatase inhibitors, primary screen, biochemical, fluorescence intensity, uHTS; Tyrosine-protein phosphatase non-receptor type 5 (Homo sapiens), P54829; recombinant STEP, OMFP fluorogenic substrate; inhibition, % at 20 µM; 360,000 tested, 0.25% active;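 active = inhibition at 20 µM, scaled per plate between control wells, above about 37%, limit read from the data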;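 also: 0% = DMSO with enzyme and substrate and 100% = substrate only without enzyme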
# Target sequence (P54829 whole entry, looked up): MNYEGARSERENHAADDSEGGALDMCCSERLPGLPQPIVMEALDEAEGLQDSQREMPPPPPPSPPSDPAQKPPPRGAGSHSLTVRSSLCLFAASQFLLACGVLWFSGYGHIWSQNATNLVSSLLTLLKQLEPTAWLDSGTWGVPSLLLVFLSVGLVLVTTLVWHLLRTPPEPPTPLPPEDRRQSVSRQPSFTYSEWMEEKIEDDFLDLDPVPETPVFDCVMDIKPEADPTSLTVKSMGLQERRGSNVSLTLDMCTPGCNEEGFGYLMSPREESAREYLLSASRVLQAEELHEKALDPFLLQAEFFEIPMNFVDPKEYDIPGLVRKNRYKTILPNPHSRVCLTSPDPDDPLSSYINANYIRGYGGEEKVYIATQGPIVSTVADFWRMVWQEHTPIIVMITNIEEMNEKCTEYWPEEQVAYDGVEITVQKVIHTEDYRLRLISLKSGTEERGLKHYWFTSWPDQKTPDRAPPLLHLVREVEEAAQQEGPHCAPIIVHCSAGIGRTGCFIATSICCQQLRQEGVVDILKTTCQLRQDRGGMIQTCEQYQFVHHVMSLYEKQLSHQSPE
#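 System: STEP phosphatase, cell-free reaction; Buffer or medium: Bis-Tris pH 6.0 buffer with DTT, detergent; Incubation: 20 min at room temperature, dark; Measured by: fluorescence, 480/540 nm.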
# MT1-MMP act inh: blockers of MT1-MMP proenzyme processing, primary screen, HT1080 RFP-PRO-GFP cells, GFP/RFP fluorescence; Matrix metalloproteinase-14 (Homo sapiens), P50281; GFP/RFP ratio fluorescence, overnight; percent of plate control window, DMSO zero; GFP/RFP ratio change, % at 20 µM; 360,000 tested, 0.061% active; AID 651647, 2012;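 active = GFP/RFP ratio change of at least 30% with cell ATP level not reduced by more than half and red fluorescence within 50% of control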; also: strong numbers were not always called active
#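 Material – HT1080 RFP-PRO-GFP cells · Control set – DMSO wells and RFP-L50D-GFP cells · Incubation – overnight cell settling, then overnight compound exposure, 37 °C, 5% CO2 · Compound dosing – single-point 20 µM compound, 1% DMSO · Read-out – GFP/RFP fluorescence ratio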
# NadD inh: inhibitors of S. aureus NadD, primary screen, biochemical, colorimetric, uHTS. Nicotinate-nucleotide adenylyltransferase NadD (Staphylococcus aureus N315). purified NadD enzyme, colorimetric absorbance read-out. inhibition, % at 20 µM. 360,000 tested, 0.78% active; in the data active = inhibition above about 26%; also: some compounds past the cut are filed as inactive
# DNMT1 inh: human DNMT1 methyltransferase inhibitors, primary screen, biochemical, molecular beacon, fluorescence, HinP1I cleavage, uHTS. DNA (cytosine-5)-methyltransferase 1 (Homo sapiens), P26358. 360,000 tested, 0.83% active. inhibition (reported as % activation of signal), % at 10 µM; in the data active = inhibition above about 50%
# Rpn11 inh: Rpn11 (PSMD14) deubiquitinase inhibitors, primary screen, biochemical, fluorescence polarization, uHTS; 26S proteasome non-ATPase regulatory subunit 14 (Homo sapiens), O00487; human 26S proteasome, Ub4-pepOG fluorescence polarization; 20S core pre-blocked with epoxomicin; calls only at 20 µM; 360,000 tested, 0.59% active; AID 588493, 2011;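 active = inhibition at 20 µM, scaled to each plate's controls, above about 33%, limit read from the data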
# Target sequence (O00487 whole entry, looked up): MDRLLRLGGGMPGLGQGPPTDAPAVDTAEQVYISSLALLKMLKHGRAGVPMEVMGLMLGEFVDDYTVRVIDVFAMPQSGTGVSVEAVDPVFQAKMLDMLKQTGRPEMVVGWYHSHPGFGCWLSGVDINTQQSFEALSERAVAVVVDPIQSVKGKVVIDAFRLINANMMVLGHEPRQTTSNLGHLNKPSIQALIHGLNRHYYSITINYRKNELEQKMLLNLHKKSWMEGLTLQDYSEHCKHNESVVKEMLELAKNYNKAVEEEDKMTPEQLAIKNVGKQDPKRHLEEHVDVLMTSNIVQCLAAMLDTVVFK
# LMPTP inh: LMPTP phosphatase inhibitors, primary screen, biochemical, fluorescence intensity, uHTS; Low molecular weight phosphotyrosine protein phosphatase (Homo sapiens), P24666; recombinant LMPTP-A, OMFP fluorogenic substrate; inhibition, % at 20 µM; 360,000 tested, 0.22% active; AID 651560, 2012;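 active = compounds that cut the enzyme signal by at least half of the control window in the single-dose screen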;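 also: plate controls were DMSO wells with enzyme plus substrate for no effect and substrate without enzyme for full effect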
# Target sequence (P24666 whole entry, looked up): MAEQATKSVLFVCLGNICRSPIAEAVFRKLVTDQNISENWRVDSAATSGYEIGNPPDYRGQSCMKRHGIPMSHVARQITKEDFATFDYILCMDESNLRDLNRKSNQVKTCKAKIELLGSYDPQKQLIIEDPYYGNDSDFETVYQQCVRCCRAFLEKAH
#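 Test system: LMPTP-A, protein tyrosine phosphatase of low molecular weight; Input: 0.625 nM enzyme; Incubation: 50 min dark incubation at room temperature; Signal: endpoint fluorescence intensity from OMFP dephosphorylation; Read-out basis: % inhibition versus control wells.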
# Scp-1 inhibitor: Scp-1 phosphatase inhibitors, primary screen, biochemical, colorimetric, uHTS; inhibition, % at 20 µM; AID 493091, 2011; Recombinant Scp1, phosphopeptide, malachite green phosphate absorbance; 340,000 tested, 0.88% active; Carboxy-terminal domain RNA polymerase II polypeptide A small phosphatase 1 (Homo …;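 active = inhibition above about 50% at 20 µM, limit read from the data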;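 also: plate controls were DMSO wells with enzyme for no effect and wells lacking enzyme for full effect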
#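 Test system: SCP-1 phosphatase catalytic domain, residues 76-261 | Compound dosing: One concentration, 20 µM, with 1.0% DMSO | Schedule: 45 min room-temperature reaction, 5 min colour, 30 min stabiliser | Detection: Absorbance at 630 nm | Read-out basis: % inhibition of SCP-1 phosphate liberation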
# SKN-1 block: suppressors of acrylamide-induced Pgst-4::GFP reporter in worms, primary screen, SKN-1 inhibitor project, whole organism, uHTS, GFP/RFP fluorescence ratio, strain VP596; C. elegans VP596 Pgst-4::GFP/RFP ratio, 24 h; AID 624304, 2012; 360,000 tested, 0.49% active; inhibition, % at 21.8 µM;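 active = interference check ratio from 0.5 to 1.5 plus GFP to RFP signal ratio inhibition reaching or exceeding a fixed threshold, cut at about 30% in these data, passing the limit was not always enough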; also: some compounds called inactive have numbers as strong as hits
# SUMO1-SIM PPI: modulators of SUMO1 protein-protein interactions, primary screen, biochemical, uHTS. Small ubiquitin-related modifier 1 (Homo sapiens), P63165. SUMO1 binding to a labelled peptide, TR-FRET, 1 h. inhibition, % at 20 µM. 360,000 tested, 0.33% active. AID 602429, 2012; in the data active = inhibition above about 37%
# Starred values were filed as active, the others as inactive; i = inactive; nt = no result given; + = active, no number. Outcome played no part in choosing rows; any-hit rate near 3.9%.
SMILES,CendR NRP1 mod,STEP inh,MT1-MMP act inh,NadD inh,DNMT1 inh,Rpn11 inh,LMPTP inh,Scp-1 inhibitor,SKN-1 block,SUMO1-SIM PPI
Cc1ccc(Cn2c(=N)c(C(=O)NCC3CCCO3)cc3c(=O)n4ccccc4nc32)cc1 (stereo not drawn),-34,1,4,0,1,i,0.7,6,-4,-36
Cc1ccc(Cl)cc1NC(=O)CN1C(=O)COc2ccc(S(=O)(=O)N3CCOCC3)cc21,3,0,9,-4,-1,i,-0.5,15,-4,6
CC(C)(C)c1ccc(/C=N/N2C(=O)CSC2=S)cc1,-3,2,0,24,-3,+,0.1,-8,-10,-1
O=C(Cn1cnc2cc([N+](=O)[O-])ccc2c1=O)NCc1ccccc1,-2,2,4,2,-2,i,-0.6,-5,-4,-18
O=C(CCNC(=O)c1ccc(Br)cc1)NCc1ccco1,-4,0,-4,-2,7,i,-0.6,4,10,4
Cc1nc([N+](=O)[O-])cn1-c1ccc(N)cc1,13,0,8,0,-4,i,-1.0,-7,12,-8
CN(C)CCCNC(=O)N1c2ccccc2Sc2ccccc21,5,1,-4,-7,-2,i,-3.0,-3,8,-1
CCCCn1c(=O)c(C(=O)OCC)c(O)c2ccccc21,2,1,-6,-3,2,i,-2.4,0,-13,-2
COc1cc2c(cc1OC)CN(CC(=O)Nc1ccc(C#N)cc1)CC2,7,3,-1,-3,-14,i,-0.2,11,-7,-3
CC(C)c1nn2c(=O)cc(CSc3ccccc3NC(=O)c3ccccc3F)nc2s1,-1,-2,1,2,-1,i,-0.1,3,-11,1
O=C(NNCC(O)COc1ccccc1)c1ccccc1 (stereo not drawn),-6,-4,3,5,11,i,-0.8,5,-3,1
COc1ccc(NC(=O)CCn2ccnc2)c(OC)c1,8,0,3,-7,79*,i,-0.6,-9,2,1
Cc1nnc(NC(=O)Nc2cccc(Cl)c2)s1,15,3,-7,-7,-4,i,-0.1,-1,1,3
CN(C)CCOc1ccccc1C(C)(C)C,-5,-1,-1,2,0,i,0.1,-1,17,3
CC[C@@H](C)[C@H](NC(=O)CCc1c(C)c2cc3c4c(oc3c(C)c2oc1=O)CCCC4)C(=O)O,-14,3,2,8,-2,i,1.9,5,27,26
O=C(NC1CCCCC1)NC1CC2CCCC(C1)N2C1CCCC1 (stereo not drawn),7,0,8,0,1,+,0.5,2,-8,2
COC(=O)c1cn(C(=O)OC)c2ccccc12,-1,4,2,11,1,i,0.2,0,10,-4
Cc1nn(C(=O)c2cccnc2)c(C)c1C,-5,-2,2,-5,3,i,-0.9,-5,-2,-2
Cc1ccc2nsnc2c1NC(=O)c1ccccc1[N+](=O)[O-],-3,1,-3,-3,19,i,-0.6,-3,-4,-19
CCc1nnc(NC(=O)CN2CCN(CC)CC2)s1,5,-3,-2,-5,-4,i,-1.0,-3,21,1
CN(C)c1ccc(P(=O)(OCc2ccccc2)C(O)c2cccnc2)cc1 (stereo not drawn),4,-3,5,-4,2,i,-0.8,-5,-5,3
Cc1sc(NC(=O)c2ccco2)c(C(c2ccncc2)N2CCOCC2)c1C (stereo not drawn),0,-2,2,4,-2,i,-0.5,-4,9,-4
CC(=O)c1ccc(N2C(=O)CC(N3CCN(S(=O)(=O)c4cc(C)ccc4C)CC3)C2=O)cc1 (stereo not drawn),-11,-1,-1,4,-10,i,-0.6,-7,10,0
C=CCn1c(SCC(=O)Nc2ccc3c(c2)OCCO3)nc2cc(C(=O)O)ccc2c1=O,-10,1,8,-2,3,i,-1.3,-6,11,1
COc1ccc(CNC(=O)c2csc(Cc3ccc(OC)cc3)n2)cc1,-5,-1,-4,-3,-2,i,-0.3,-5,-22,-3

# 3 records picked at random from those above:
SMILES,CendR NRP1 mod,STEP inh,MT1-MMP act inh,NadD inh,DNMT1 inh,Rpn11 inh,LMPTP inh,Scp-1 inhibitor,SKN-1 block,SUMO1-SIM PPI
C=CCn1c(SCC(=O)Nc2ccc3c(c2)OCCO3)nc2cc(C(=O)O)ccc2c1=O,-10,1,8,-2,3,i,-1.3,-6,11,1
O=C(NNCC(O)COc1ccccc1)c1ccccc1 (stereo not drawn),-6,-4,3,5,11,i,-0.8,5,-3,1
Cc1nnc(NC(=O)Nc2cccc(Cl)c2)s1,15,3,-7,-7,-4,i,-0.1,-1,1,3

# Other results:
SMILES,CendR NRP1 mod,STEP inh,MT1-MMP act inh,NadD inh,DNMT1 inh,Rpn11 inh,LMPTP inh,Scp-1 inhibitor,SKN-1 block,SUMO1-SIM PPI
COC(=O)c1sc(NC(=O)c2ccoc2C)nc1C,4,-2,-2,-2,0,i,-0.9,2,-5,3
C=CCOC(=O)C1=C(C)Nc2ncnn2C1c1cccs1 (stereo not drawn),-7,-4,-1,2,-3,i,-2.3,1,6,0
CC(=O)Nc1ccc(NC(=O)c2ccc(NS(=O)(=O)c3cc(C(C)(C)C)ccc3C)cc2)cc1,-5,-2,1,11,-14,i,3.6,-1,12,0
COc1ccc(S(=O)(=O)Nc2ccc(S(=O)(=O)NCC3CCCO3)cc2)cc1 (stereo not drawn),3,-4,-1,-5,0,i,-0.6,-6,5,1
COc1ccc(OCC(O)Cn2c(Br)nc3c2c(=O)[nH]c(=O)n3C)cc1 (stereo not drawn),-4,1,4,5,-1,i,-0.7,1,4,-2
COc1ccc(NC(=O)C2CC(=O)N(c3cccc(C)c3C)C2)cc1 (stereo not drawn),-1,-2,2,-2,-2,i,-0.4,-6,-10,-1
CCc1noc(C)c1C(=O)N(CCCOC)c1c(N)n(Cc2ccccc2)c(=O)[nH]c1=O,-5,-2,5,1,-2,i,0.4,1,12,4
CC(/C=N/Nc1ccc2nncn2n1)=C\c1ccccc1,7,-1,0,2,2,i,1.2,-11,6,-17
COC(=O)c1cc(NS(=O)(=O)c2cccs2)cc(NS(=O)(=O)c2cccs2)c1,-4,-4,3,-12,1,i,0.9,-15,3,8
CC(OC(=O)COc1ccc(C#N)cc1)C(=O)c1ccccc1 (stereo not drawn),-2,-4,6,-7,6,i,0.0,0,-7,0
COc1ccc(NC(=O)C(NC(=O)CNC(C)=O)c2ccc(C)cc2)cc1 (stereo not drawn),0,-2,1,-3,4,i,-0.8,1,-9,19
O=C(O)C1CCCN1c1nc(-c2ccc(Cl)c(Cl)c2)cc(C(F)(F)F)n1 (stereo not drawn),13,-1,2,5,-1,i,1.1,-13,-5,7
CC(=O)Nc1ccc(C(=O)CSc2nnc(-c3ccccc3F)n2CCc2ccccc2)cc1,-3,0,-1,8,-13,i,0.1,3,5,-2
CCCC(=O)n1nc(-c2ccco2)nc1N,-10,0,2,-3,2,i,-2.0,-2,2,-4
[O-][n+]1cccc(C(O)c2ccccc2)c1 (stereo not drawn),-9,-1,-4,-4,-1,i,1.4,-4,31,0
CCN1C(=O)[C@@H]2[C@@H](c3ccc(-c4ccc(F)cc4)c(OC)c3)N3CCCC[C@@]3(C(=O)OC)[C@@H]2C1=O,-19,0,-11,5,-10,i,0.9,-3,-1,2
COc1ccc(Cn2nnc(C(=O)Nc3ccc4c(c3)OCCO4)c2N)cc1Br,1,-1,4,-4,-1,i,0.5,2,-27,7
CCCC(=O)Nc1cccc(S(=O)(=O)N(C)c2ccccc2)c1,-7,-2,5,3,-2,i,0.5,-1,-1,4
Cc1c(C(=O)N2CCCC(C)(C(=O)NS(=O)(=O)C3CC3)C2)oc2ccccc12 (stereo not drawn),19,-2,10,5,2,i,4.0,nt,10,-1
O=[N+]([O-])c1ccc(S(=O)(=O)NCC(c2cccnc2)N2CCOCC2)cc1 (stereo not drawn),-4,1,3,-6,2,i,-0.2,-4,1,-23
CC(C)(C)NC(=O)C(c1ccc(F)cc1)N(Cc1ccco1)C(=O)CCC(=O)Nc1nccs1 (stereo not drawn),13,-1,-3,-11,3,i,-0.7,12,5,0
C=CCn1c(N)c(C(=O)NCC2CCCO2)c2nc3ccccc3nc21 (stereo not drawn),15,0,-4,-6,9,+,3.9,-13,22,44*
C/C(=C\C(=O)c1ccc(Br)cc1)NCc1ccc(C)cc1,-1,3,1,9,0,i,4.9,-19,11,0
CC1(C)Cc2ccccc2C(C(=O)c2ccccc2)=N1,6,1,0,-4,-1,i,0.8,-10,-1,6
OCCN1CCN(c2ncnc3ccc(Br)cc23)CC1,2,-2,-13,-3,0,i,-1.8,-10,1,-4

# Continuation.
SMILES,CendR NRP1 mod,STEP inh,MT1-MMP act inh,NadD inh,DNMT1 inh,Rpn11 inh,LMPTP inh,Scp-1 inhibitor,SKN-1 block,SUMO1-SIM PPI
C#CCN(CC=C)C(=O)CCc1nnc(COc2ccccc2)o1,6,1,3,3,1,i,0.7,-5,5,3
Cc1csc2c(N3CCN(C(=O)Nc4ccc(OC(F)(F)F)cc4)CC3)ncnc12,2,-1,5,-5,-2,i,3.4,11,0,3
CCc1nn(CC(=O)N2CCCCCC2)c(=O)c2cc3ccccc3n12,2,1,3,6,-2,i,0.1,1,1,-12
Cc1ccc(Cl)cc1N1CCN(S(=O)(=O)c2ccc3c(c2)NC(=O)C(C)C(=O)N3)CC1 (stereo not drawn),-12,3,2,8,33,i,3.7,-4,5,1
CCCc1nnc(NC(=O)CCC(=O)N2CCN(S(=O)(=O)c3ccc(OC)cc3)CC2)s1,-2,-1,-2,-1,2,i,-2.0,-8,6,-2
CC(Oc1ccc(S(=O)(=O)N2CCCC2)cc1[N+](=O)[O-])C(=O)NC1(C#N)CCCCC1 (stereo not drawn),-7,-1,-3,3,2,i,0.3,-4,15,-18
CCn1c(COc2ccccc2C)nnc1SCC(=O)CC(=O)Nc1ccccc1,-15,-3,8,26,-9,i,-0.3,-2,25,3
O=C(Cc1cccs1)NCc1cccs1,1,-2,0,-1,-2,i,0.0,-3,11,3
